Screens (PubChem)
MEX-5 binding: C. elegans MEX-5 TCR-2 RNA binding activity; activity score (negative = inhibition of binding), % at 10 µM; AID 1832; Q9XUB2; MEX-5/FITC-TCR2 RNA binding, fluorescence polarization; stronger effect = lower value; 300,000 tested, 0.38% active;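 active = inhibition past about -25% in most replicates, and total fluorescence under double the plate's negative control median, limit read from the data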;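 note: 0% = DMSO and -100% = 5 µM competing unlabeled TCR2 RNA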
Efflux pump mplx: blocks antifungal efflux pumps in multiplex yeast assay | S. cerevisiae Candida pump triplex, Nile Red efflux | inhibition, % at 10 µM | 330,000 tested, 0.44% active | AID 485275;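 active = plate passing quality check with inhibition over a set limit, or well fluorescence over plate mean plus 4 SD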;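 note: Nile Red retained in pooled yeast measured as flow cytometry median fluorescence; 0% = buffer negative control and 100% = Enniatin B positive control; higher means more Nile Red kept so more efflux inhibition; some compounds called inactive have numbers as strong as hits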
VLA-4 inh: inhibition in a human VLA-4 binding assay. P13612. VLA-4 expressing cells, ligand binding flow cytometry. inhibition, % (about 7 µM as worked out from the volumes in the protocol). 330,000 tested, 0.2% active; in the data active = inhibition above about 50%
Fam108B counter: Fam108B inhibition, counter-screen for RBBP9 inhibitors. inhibition, % at 9.51 µM. recombinant Fam108B, FP-Rh probe fluorescence polarization. 300,000 tested, 0.33% active. AID 1947;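 active = inhibition above the screen mean inhibition plus 3 SD, computed separately per campaign, cut at about 18% in these data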;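 note: inhibitors lower polarization as less probe binds the enzyme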
GLD-1 RNA inh: GLD-1-TGE RNA interaction inhibition (C. elegans); 320,000 tested, 0.44% active; AID 2280; Q17339; inhibition, % at 5.96 µM; purified GLD-1 + fluorescein TGE RNA, fluorescence polarization;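 active = percent inhibition above a per-plate cutoff, the plate mean of test compounds plus 3 SD, cut at about 30% in these data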;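 note: 0% = DMSO wells with GLD-1 and probe and 100% = wells lacking GLD-1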
Target sequence (Q17339 whole entry, looked up): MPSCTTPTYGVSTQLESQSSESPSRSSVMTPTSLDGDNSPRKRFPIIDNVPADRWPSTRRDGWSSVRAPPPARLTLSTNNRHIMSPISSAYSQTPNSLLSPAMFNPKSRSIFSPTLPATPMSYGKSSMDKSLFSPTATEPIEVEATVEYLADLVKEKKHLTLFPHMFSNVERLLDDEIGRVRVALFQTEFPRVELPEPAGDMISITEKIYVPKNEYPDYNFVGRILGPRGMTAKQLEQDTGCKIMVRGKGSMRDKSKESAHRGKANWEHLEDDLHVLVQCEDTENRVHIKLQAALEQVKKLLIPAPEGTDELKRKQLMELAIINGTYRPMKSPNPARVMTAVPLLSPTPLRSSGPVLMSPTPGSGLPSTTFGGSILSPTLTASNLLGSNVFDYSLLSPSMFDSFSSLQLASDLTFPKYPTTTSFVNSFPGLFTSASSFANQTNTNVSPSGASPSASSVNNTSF
Bcl-xL primary: inhibitors of human Bcl-xL; GST-Bcl-xL / FITC-Bim BH3 peptide fluorescence polarization; inhibition, % at 10.9 µM; 320,000 tested, 0.7% active; Q07817;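 active = inhibition above the mean of all tested compounds plus 3 SD, cutoff set per campaign, cut at about 30% in these data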;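 note: 0% = DMSO wells and 100% = unlabeled Bim-BH3 peptide competitor; inhibitors lower millipolarization by displacing the labeled peptide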
Target sequence (Q07817 whole entry, looked up): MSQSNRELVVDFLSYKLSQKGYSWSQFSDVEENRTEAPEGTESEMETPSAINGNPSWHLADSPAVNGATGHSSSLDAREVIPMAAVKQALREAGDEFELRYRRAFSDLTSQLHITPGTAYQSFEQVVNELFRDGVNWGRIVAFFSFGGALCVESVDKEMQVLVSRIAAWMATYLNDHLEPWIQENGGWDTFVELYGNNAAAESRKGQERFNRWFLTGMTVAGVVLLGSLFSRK
GRK2 inh: inhibitors of human GRK2 displacing RNA aptamer; 330,000 tested, 0.59% active; P25098; bead flow cytometry, FAM-aptamer displacement from GRK2; inhibition of aptamer binding, % at 10 µM;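 active = inhibition of aptamer binding above 40%, roughly 3 SD of noise, on plates passing a quality check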;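 note: median bead fluorescence of bound FAM aptamer so fluorescent compounds give negative values; no value below 0 was filed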
PME-1 primary: blocks human protein phosphatase methylesterase 1; 320,000 tested, 0.53% active; recombinant PME-1, FP-Rh probe fluorescence polarization; inhibition, % at 5.9 µM;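 active = inhibition above the campaign mean of all compounds plus 3 SD, cut at about 26% in these data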;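 note: competitive labeling of PME-1 active site by serine hydrolase directed probe; 0% = PME-1 with DMSO and 100% = wells lacking PME-1 enzyme; inhibitors block probe labeling so polarization falls and inhibition rises; many of its hits are not listed in these tables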
MCL1-BIM inh: MCL1-BIM-BH3 interaction inhibition (human). Q07820. GST-MCL1 / FITC-Bim-BH3 fluorescence polarization. inhibition, % at 10.9 µM. 320,000 tested, 0.68% active. AID 2057;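 active = inhibition above the mean inhibition of all tested compounds plus 3 SD, set per campaign, cut at about 40% in these data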;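 note: 0% = DMSO wells and 100% = unlabeled Bim-BH3 peptide control; higher means more loss of mP so more displacement of Bim peptide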
Target sequence (Q07820 whole entry, looked up): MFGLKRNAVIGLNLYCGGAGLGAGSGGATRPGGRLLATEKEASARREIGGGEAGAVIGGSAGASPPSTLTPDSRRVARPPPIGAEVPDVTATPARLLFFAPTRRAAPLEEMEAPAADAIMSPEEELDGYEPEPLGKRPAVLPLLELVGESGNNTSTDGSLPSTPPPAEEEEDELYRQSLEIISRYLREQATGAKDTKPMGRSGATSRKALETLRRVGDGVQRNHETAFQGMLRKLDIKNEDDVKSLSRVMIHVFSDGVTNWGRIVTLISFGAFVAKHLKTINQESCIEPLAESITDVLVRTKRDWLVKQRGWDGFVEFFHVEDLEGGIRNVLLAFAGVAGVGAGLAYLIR
* = called active by the depositor; nt = no result given.

SMILES | MEX-5 binding | Efflux pump mplx | VLA-4 inh | Fam108B counter | GLD-1 RNA inh | Bcl-xL primary | GRK2 inh | PME-1 primary | MCL1-BIM inh
CC(C)(C)C(=O)c1cn(Cc2ccccc2)c2ccccc12 | 2.3 | 0.0 | 46 | 1 | 1 | 6 | 5 | 1 | 1
COc1ccc2c(c1OC)CN1CCc3cc4c(cc3[C@H]1C2)OCO4 | nt | -0.4 | 0 | nt | -16 | 12 | 0 | 5 | 9
O=C(COc1ccc(Cl)cc1)N(c1ccc(Cl)cc1)C1CN2CCC1CC2 (centres undefined) | -1.2 | 0.2 | -5 | 2 | -1 | 3 | 0 | 2 | -1
BrCCc1ccccc1 | nt | 0.4 | 21 | nt | 1 | -6 | 1 | 1 | -12
Cc1c(C(c2ccc(F)cc2)c2c(O)c3ccccc3oc2=O)c(=O)n(-c2ccccc2)n1C (centres undefined) | 0.8 | 0.1 | 7 | -1 | -2 | 5 | 2 | 3 | 4
C/C1=C\[C@@H](C)C/C=C/[C@H]2[C@@H]3O[C@]3(C)[C@@H](C)[C@H]3[C@H](Cc4c[nH]c5ccccc45)NC(=O)[C@]32C(=O)/C=C/C(=O)[C@@H]1O | -0.5 | 0.1 | 70* | -3 | 4 | 6 | 1 | -1 | 5
Cc1nc2cc(-c3cccc(F)c3)nn2c(C)c1CCC(=O)N1CCC2(CC1)OCCO2 | 2.3 | 0.1 | 6 | 2 | 2 | 4 | 1 | -3 | 3
CC(=C1C(=O)c2ccccc2C1=O)N1CCN(CCN=Cc2c(O)n(C)c(=O)n(C)c2=O)CC1 | -0.5 | -0.2 | -6 | 7 | -3 | 2 | 0 | 2 | 7
CN1C(=O)N(C)C(=O)C2(Cc3cc([N+](=O)[O-])ccc3N(C)C2c2ccccc2)C1=O (centres undefined) | 0.7 | 0.0 | 0 | 0 | 1 | -2 | 0 | -6 | 0
Cc1cc(O)c2c3c(c(=O)oc2c1)CCC(C)C3 (centres undefined) | -0.1 | -0.1 | -2 | 3 | 6 | -2 | 1 | 0 | 2
O=C(c1ccc(-c2ccccc2)cc1)C1CCCN(Cc2ccn[nH]2)C1 (centres undefined) | -1.5 | 0.1 | 13 | -2 | 5 | 3 | 0 | 6 | 10
CN(C)CCCN=Cc1c(O)n(CCc2ccc(F)cc2)c(=O)[nH]c1=O | -12 | -0.1 | 2 | -1 | 1 | -3 | 0 | -7 | -8
O=P1(NCCCn2cc[n+](Cc3nc4ccccc4[nH]3)c2)C=C(c2ccccc2)OC(c2ccccc2)=C1 | 3.8 | -0.1 | 0 | -6 | 1 | 4 | 0 | -3 | -2
COC(=O)CC(=O)c1ccc2c(c1)OCO2 | -1.7 | -0.1 | 0 | 3 | 0 | 0 | 0 | 1 | 0
Cc1ccc(N2C(=O)NC(=O)/C(=C\C=C\c3ccco3)C2=O)cc1C | 20 | 0.1 | 38 | 6 | -14 | -10 | 7 | -7 | -39
O=S(=O)(c1ccccc1)N1CCN2CCCC2C1 (centres undefined) | 2.1 | 0.0 | 0 | 0 | 5 | 6 | 9 | -8 | 9
CN1CCN(c2ccccc2N)CC1 | 0.6 | 0.1 | 1 | 0 | -1 | 10 | 0 | 0 | 9
Cc1cccc(OCC(=O)N2CCN(Cc3ccc([N+](=O)[O-])cc3)CC2)c1 | -0.2 | 0.1 | 9 | -1 | 1 | 4 | 1 | 1 | -4
COc1ccc(C2CN(C)CC2C(=O)c2ccc(C)cc2)cc1Cl (centres undefined) | -2.3 | 0.0 | 11 | -3 | -9 | 0 | 0 | -2 | -5
CCOC(=O)CC1=C(C(=O)OCC)C2(C(=O)N1)C(C(=O)OC)=C(N)Oc1ccccc12 (centres undefined) | 1.9 | 0.0 | -8 | 0 | 0 | 5 | 0 | 4 | 4
COC(=O)C1=C(c2ccc(F)cc2F)C[C@@H]2CC[C@H]1N2C(=O)NCCOc1ccccc1Cl | nt | 0.1 | -4 | nt | 4 | -2 | 3 | 8 | -3
O=c1cccc2n1C[C@H]1C[C@@H]2CN2CCCC[C@@H]12 | -3.4 | 0.0 | 12 | -1 | 2 | 2 | 5 | 2 | -7
CC(=O)N1N=C(c2c(O)n(C)c(=O)n(C)c2=O)CC1c1ccccc1 (centres undefined) | 1.2 | 0.0 | 4 | 1 | 2 | 6 | 4 | 1 | 3
CCOc1ccc(CN2CCCC(C(=O)c3ccccc3OC)C2)cc1 (centres undefined) | 4.5 | 0.1 | -5 | -3 | 2 | 2 | 2 | 5 | 12
CNC(=O)Oc1cccc2ccccc12 | 0.0 | 0.0 | 0 | -1 | 8 | 3 | 1 | 3 | 6
O=c1[nH]c(=O)n(Cc2ccco2)c(O)c1/C=N/N1CCCCC1 | 0.6 | 0.0 | -12 | -3 | -13 | -11 | 18 | 1 | -18
COC(=O)C1=C(c2ccc3ccccc3c2)C[C@@H]2CC[C@H]1N2C(=O)NCc1ccc(F)cc1 | nt | 0.5 | 8 | nt | -10 | 0 | 2 | 3 | -3
CN(C)C1=NP(N(C)C)(N(C)C)=NC(c2ccccc2)=N1 | -0.7 | 0.0 | 2 | -3 | -14 | -3 | 0 | -2 | -7
COP(=O)(OC)C(NC(=O)c1ccc(C)cc1)C(Cl)(Cl)Cl (centres undefined) | -2.5 | -0.2 | 17 | -4 | 3 | 8 | 0 | 2 | 7
CCCCn1c(O)c(/C(CC)=N/N2CCCCC2c2cccnc2)c(=O)[nH]c1=S (centres undefined) | nt | 0.1 | -11 | -12 | 0 | -8 | 2 | -8 | -30
COC(=O)C1=C(c2ccc(S(C)(=O)=O)cc2)C[C@@H]2CC[C@H]1N2C(=O)NC(C)C | -1.0 | -0.2 | 14 | -1 | 6 | -4 | 0 | 3 | -3
CCN1C(=O)C(=Cc2ccc(C)s2)C(=O)N(CC)C1=S | -0.6 | 0.1 | 1 | -9 | -13 | 0 | 2 | -15 | 0
COc1ccc(-n2c(CNCCc3ccc(C)cc3)nc3ccccc3c2=O)cc1 | -2.2 | -0.1 | 9 | -1 | 4 | 2 | 2 | 2 | 6
COC(=O)C1C(O)CC2CCC1N2C (centres undefined) | nt | 0.1 | 9 | nt | -2 | nt | 0 | nt | nt
CCN(C(=O)Oc1ccccc1)c1ccc(C(O)(C(=O)OC)C(F)(F)F)cc1 (centres undefined) | 0.3 | 0.0 | -32 | 4 | -6 | 0 | 3 | -7 | -5
CCOc1ccc(-n2c(O)c(C=NCCN3CCNCC3)c(=O)[nH]c2=O)cc1 | -1.6 | 0.2 | 11 | 6 | -5 | 6 | 4 | 5 | 8
CCC1CCCCN1P(=O)(c1ccc(C)o1)C(C)(C)C (centres undefined) | 0.0 | 0.0 | -6 | 5 | -3 | 12 | 0 | 2 | 15
Cn1cc(NC(=O)CCl)cn1 | -1.5 | -0.1 | 21 | 1 | 1 | 1 | 2 | -8 | -1
CCOC(=O)C1(CCc2ccccc2)CCN(Cc2cccc3c2OCO3)CC1 | -1.4 | 0.1 | 4 | -4 | 3 | -6 | 0 | -9 | -4
CCN(CC)C(=O)c1ccc(NC(=O)c2c(C)noc2C)cc1 | nt | -0.2 | 10 | nt | -1 | 2 | 1 | -4 | 0

The last 3 records of the part above are carried over, then new ones follow:
SMILES | MEX-5 binding | Efflux pump mplx | VLA-4 inh | Fam108B counter | GLD-1 RNA inh | Bcl-xL primary | GRK2 inh | PME-1 primary | MCL1-BIM inh
Cn1cc(NC(=O)CCl)cn1 | -1.5 | -0.1 | 21 | 1 | 1 | 1 | 2 | -8 | -1
CCOC(=O)C1(CCc2ccccc2)CCN(Cc2cccc3c2OCO3)CC1 | -1.4 | 0.1 | 4 | -4 | 3 | -6 | 0 | -9 | -4
CCN(CC)C(=O)c1ccc(NC(=O)c2c(C)noc2C)cc1 | nt | -0.2 | 10 | nt | -1 | 2 | 1 | -4 | 0
Cc1cc([N+](=O)[O-])c2ccccc2[n+]1[O-] | -3.1 | 0.0 | 4 | 2 | 5 | 4 | 3 | -3 | -1
OC12ONC(c3ccccn3)C1N1CCC2CC1 (centres undefined) | -9.0 | -0.1 | 26 | 1 | 2 | 11 | 0 | -4 | 8
CCOC(=O)c1c(C)n(Cc2ccccc2)c2ccc(OCC(O)Cn3nc(C)cc3C)cc12 (centres undefined) | nt | 0.2 | 2 | -5 | -6 | 5 | 0 | 8 | -1
CC(=O)c1ccc2c(c1)C1C(Cl)C(Sc3ccccc3[N+](=O)[O-])CC1C(c1ccccc1[N+](=O)[O-])N2 (centres undefined) | 3.6 | 0.1 | 7 | 1 | -1 | -1 | 0 | 86* | 0
C=CCC1([C@@H](C)CCC)C(=O)NC(=O)NC1=O | nt | 0.1 | -3 | nt | 1 | nt | 2 | nt | nt
O=P(O)(O)C12CC3CC(CC(C3)C1)C2 | 0.1 | -0.1 | 6 | 1 | 1 | -2 | 4 | -2 | -7
O=C1NC(=O)C(=Cc2ccc(Oc3ccc([N+](=O)[O-])cc3)cc2)C(=O)N1 | -2.6 | 0.8 | 16 | 1 | -2 | 2 | 4 | -1 | 3
COc1ccc(CCn2c(O)c(/C=N/N3CCOCC3)c(=O)[nH]c2=O)cc1OC | -0.2 | 0.1 | 2 | 2 | -3 | 1 | 0 | -1 | 1
CCN1CCN(C(=O)COc2ccc(S(=O)(=O)Nc3ccc(Cl)cc3)cc2)CC1 | 0.0 | 0.0 | 7 | 3 | 2 | -1 | 0 | 4 | 0
Cc1ccc(CNC2=NCCS2)cc1 | 0.1 | 0.1 | 6 | -4 | 1 | 3 | 0 | -7 | 6
CCCn1c(C(=O)c2ccccc2)nc2ccccc21 | -0.4 | -0.2 | -3 | 1 | -4 | -2 | 0 | -1 | -1
O=C(Cc1c(Cl)cccc1Cl)N1CCN(Cc2ccccc2)CC1 | 0.3 | 0.0 | 4 | 0 | 0 | 4 | 1 | 4 | 5
COc1cccc(NC(=O)[C@@H](NC(=O)N2C[C@H]3C[C@@H](C2)c2cccc(=O)n2C3)C(C)C)c1 | -1.0 | 0.2 | 0 | 2 | 9 | 2 | 0 | 6 | -1
CCC1(c2ccccc2)C(=O)N(COC)C(=O)N(COC)C1=O | 2.8 | 0.0 | 2 | -10 | 5 | 1 | 0 | -2 | 2
COc1ccc(-n2c(-c3ccccc3)nc3ccccc3c2=O)cc1 | 1.9 | -0.1 | -4 | -3 | -7 | -7 | 1 | 1 | -5
Clc1cccc(N2CCNCC2)c1 | 2.0 | 0.1 | 0 | -5 | 7 | 1 | 0 | -8 | -5
CCSc1nnc([C@@H](N)Cc2ccccc2)o1 | -1.9 | 0.9 | -1 | 5 | 1 | -5 | 1 | 2 | 4
Cc1cc(CN(C)C)c(OC(=O)N(C)C)cc1C | -0.9 | 0.0 | 2 | 1 | 12 | 9 | 0 | -5 | 10
O=C1NC(=O)N(c2ccc(Cl)cc2)C(=O)/C1=C/c1coc2ccc(O)cc2c1=O | -0.7 | -0.1 | -2 | -5 | -11 | -4 | 4 | -16 | -11
CC/C(=N\NC(=O)c1ccccc1O)c1c(O)n(C2CCCCC2)c(=O)[nH]c1=O | -2.8 | 0.0 | 9 | 12 | 4 | 4 | 1 | -10 | 17
O=C(Cc1cccs1)N1CCC2(CC1)OCCO2 | 0.2 | 0.0 | 2 | 0 | -3 | 1 | 1 | 2 | -1
Clc1ccc2[nH]c3c(c2c1)CCNC3 | 1.5 | -0.2 | -1 | 4 | 0 | 2 | 0 | -6 | 13

Not all compounds are listed (hit frequency here may not be typical).
